# BRCA1 expr act: qHTS Assay to Identify Small Molecule Activators of BRCA1 Expression; AID 624202, 2012; 380,000 tested, 1.1% active; MCF7-BRCA1-FFLuc reporter, luminescence, 48 h; response scale: scaled: vehicle 0%, 10 µM genistein 100%; Potency, µM (top dose mostly 46.1 µM), without a hit: at the top dose activation, hits mostly activators; also: potency is read from the fitted curve at half-maximal effect; nearly all actives have a fitted effect of over 80% in size; some results filed as inactive show a strong effect at the top dose
#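 Reporter cells (MCF7, BRCA1 promoter-firefly luciferase) received library compounds across a concentration series for 48 h. End-point luminescence was measured and concentration-effect curves derived after normalization.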
# B2AR arrestin: qHTS assay of beta-arrestin-biased ligands of beta2-adrenergic receptor. Beta-2 adrenergic receptor (Homo sapiens), P07550. beta-arrestin recruitment to beta2AR, cell-based reporter. Potency, µM (highest dose often 46.1 µM), for the others: top-dose activation, actives largely listed as activators. 330,000 tested, 0.02% active. AID 492947, 2010;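 also: potency is read from the fitted curve at half-maximal effect; 0% = DMSO controls and full agonism = EC100 isoproterenol or metaproterenol; nearly all actives have a fitted effect of over 65% in size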
# Target sequence (P07550 whole entry, looked up): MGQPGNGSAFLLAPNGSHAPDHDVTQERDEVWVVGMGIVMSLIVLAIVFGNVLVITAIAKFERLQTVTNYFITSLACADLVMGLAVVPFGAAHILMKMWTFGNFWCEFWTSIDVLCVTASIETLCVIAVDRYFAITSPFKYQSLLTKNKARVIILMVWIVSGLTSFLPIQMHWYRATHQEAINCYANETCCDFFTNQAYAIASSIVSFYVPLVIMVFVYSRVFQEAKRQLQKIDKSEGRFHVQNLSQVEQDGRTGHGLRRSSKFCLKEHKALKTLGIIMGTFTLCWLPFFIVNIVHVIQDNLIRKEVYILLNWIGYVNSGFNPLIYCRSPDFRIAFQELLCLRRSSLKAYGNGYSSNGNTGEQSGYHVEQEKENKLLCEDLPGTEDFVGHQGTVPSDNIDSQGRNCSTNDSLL
# PTAP TSG101 blk: qHTS Assay for Iinhibitors of HIV-1 Budding by Blocking the Interaction of PTAP/TSG101; Tumor susceptibility gene 101 protein (Homo sapiens), Q99816; Fluorescence polarization, FITC-PTAP peptide / Tsg101 binding; Potency, µM (titrated, usually from 115 µM), inactives show at the highest dose activity change, negative = inhibition, most hits filed as inhibitors; 340,000 tested, under 10 active; AID 493005, 2010; active = well fitted inhibition curve with a large enough effect in the main read-out, with a control signal flat, not every such curve was filed as active; inconclusive = small, poorly fitted or top-dose-only effect, or effect the other way, or a change in a side signal; inactive = no such curve, though single readings can be large or run the other way; also: potency is read from the fitted curve at half-maximal effect; % of control where 0% means no effect
# Target sequence (Q99816 whole entry, looked up): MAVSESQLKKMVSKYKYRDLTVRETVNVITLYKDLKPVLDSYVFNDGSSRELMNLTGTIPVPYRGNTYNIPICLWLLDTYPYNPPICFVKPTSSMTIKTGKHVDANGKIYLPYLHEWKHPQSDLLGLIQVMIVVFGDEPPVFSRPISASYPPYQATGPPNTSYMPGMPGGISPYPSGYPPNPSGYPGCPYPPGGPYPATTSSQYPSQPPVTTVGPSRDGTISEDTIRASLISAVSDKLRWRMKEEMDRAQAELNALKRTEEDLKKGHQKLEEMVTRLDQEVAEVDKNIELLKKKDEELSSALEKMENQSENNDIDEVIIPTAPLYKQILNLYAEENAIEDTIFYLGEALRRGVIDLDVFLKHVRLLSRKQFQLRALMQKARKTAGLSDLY
#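 FP read-out: FITC-PTAP peptide, 50 nM final, binding Tsg101 binding domain, 10 uM final; 20 min, r.t.; 10 mM HEPES pH 7.5, 0.15 M NaCl, 0.01% Tween 20, 3 mM EDTA, 0.1 mM TCEP.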
# A-T KAP1 phos: qHTS Assay for Identifying a Potential Treatment of Ataxia-Telangiectasia. 320,000 tested, 0.19% active. Potency, µM (highest dose often 57.5 µM), without a hit: at the highest dose activation, usual class: activators. AID 485349, 2010. […] A-T fibroblasts, KAP-1 phosphorylation AlphaLISA; neocarzinostatin DNA damage 30 min before lysis; also: potency is read from the fitted curve at half-maximal effect; % of control where 0% means no effect; nearly all actives have a fitted effect of over 45% in size
#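 ATM-like activity read as KAP-1 phosphorylation via AlphaLISA donor/acceptor antibody pairs after lysis and 6 hr at 25C. Cells were ATM-null patient fibroblasts ([…], hTERT), dosed 60 min, then exposed to the DSB inducer NCS for 30 min.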
# MLL CXXC-DNA inh: qHTS Fluorescence Polarization Assay for Inhibitors of MLL CXXC domain - DNA interaction; AID 2662, 2010; Potency, µM (series often up to 115 µM), inactives show at the top dose activity change, negative = inhibition, most hits filed as inhibitors; 290,000 tested, 0.037% active; Histone-lysine N-methyltransferase 2A (Homo sapiens), Q03164; MLL-CXXC / FITC-HOXA9 DNA fluorescence polarization; active = well fitted inhibition curve with a large enough effect in the polarisation, with a control signal flat, not every such curve was filed as active; inconclusive = small, poorly fitted or top-dose-only effect, or effect the other way, or a change in a side signal; inactive = no such curve, though single readings can be large or run the other way; the % refers to the polarisation; also: potency is read from the fitted curve at half-maximal effect
#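 Fluorescence polarization: 7 uM MLL-CXXC (stock) preincubated 5 min with compounds, then 50 nM fluorescein-HOX-A9 DNA (stock) added; 30 min ambient. Buffer 50 mM Tris-HCl pH 7.5, 50 mM NaCl, 1 mM DTT, 0.05% BSA.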
# ELG1 DNA repair: qHTS screen for small molecules that inhibit ELG1-dependent DNA repair in human embryonic kidney (HEK293T) cells expressing luciferase-tagged ELG1 | Potency, µM (titrated, usually from 46.1 µM), for the others: at the highest dose activity change, negative = inhibition, hits mostly inhibitors | HEK293T ELG1-luciferase reporter, luminescence, 16 h; DNA damage induced by 5-fluorouridine | 330,000 tested, 2.3% active; also: potency is read from the fitted curve at half-maximal effect; % is scaled to controls: 0 for no effect and ±100 for the full control effect; nearly all actives have a fitted effect of over 55% in size
#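 DMSO vehicle served as the neutral condition. Each well held 2,000 cells given 5-fluorouridine plus compound; after 16 hr at 37 °C/5% CO2, ONE-Glo was added and luciferase measured 30 min later.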
# Integrin act MD: qHTS for Activators of Integrin-Mediated Alleviation for Muscular Dystrophy; 350,000 tested, 0.064% active; Potency, µM (highest dose often 38.3 µM), without a hit: top-dose activation, most hits filed as activators; alpha7betagal myoblasts, beta-gal FDG fluorescence, 48 h; AID 624291, 2012;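 also: potency is read from the fitted curve at half-maximal effect; 100% = response of the positive control SU9516; nearly all actives have a fitted effect of over 60% in size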
#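 Alpha7betagal+/- myoblasts (passage 13) were plated 16-24 hr, then exposed to compounds (1:260 dilution of DMSO stock) for 48 hours at 37C. After MPER lysis, β-galactosidase reporter activity was read as FDG fluorescence (ex 480/em 540) after 30 minutes.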
# TCR activator: Activators of T cell receptors: qHTS campaign; primary human leukocytes, anti-CD3, IL-2 HTRF, 48 h; Potency, µM (doses to about 9.22 µM), for the others: at the top dose activation of IL-2 secretion, most hits filed as activators; 330,000 tested, under 10 active; AID 504894, 2011; also: % of control where 0% means no effect
#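 Using a-CD3 beads without co-stimulation, primary human leukocytes were exposed to compounds for 48 hr. An HTRF IL-2 kit measured the cytokine, with europium-to-d2 energy transfer producing emission at 665nm upon 320nm excitation.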
# p53 reactivator: qHTS assay for re-activators of p53 using a Luc reporter; H1299 p53-A138V BP100-luciferase reporter, luminescence, 24 h; Potency, µM (series often up to 92.2 µM), for inactives: at the top dose activity change, positive = activation, usual class: activators; 320,000 tested, 0.063% active; AID 504706, 2011; also: potency is read from the fitted curve at half-maximal effect; % of control where 0% means no effect; nearly all actives have a fitted effect of over 45% in size
#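 H1299 (p53-null), stable ts p53-A138V + BP100-Luc; 1000 cells/well, Opti-MEM/10% FBS; cpd 4 pt, 1:5; 24 h, 37 deg C, 5% CO2; detection reagent 10 min RT; luminescence.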
# TRPV1 ag: HTS Assay for Compounds that Act as Agonists of the Vanilloid Receptor 1 | activation, % at 8.33 µM | Transient receptor potential cation channel subfamily V member 1 (Homo sapiens), Q8NER1 | TRPV1-expressing cells, Fluo-8 calcium influx, agonist mode | 320,000 tested, 0.19% active; in the data active = activation above about 80%; inconclusive = between about 30% and that limit; also: 0% is about no effect
#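 TRPV1-expressing cells were cultured overnight at 35.5C and loaded with Fluo-8 calcium dye for 40 to 90 min at room temperature. After a 10 s baseline, compound was added and calcium influx was read kinetically for 3 min (ex 480/em 520 nm).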
# * hit, by the source's call; u = inconclusive; x = not tested or not shown; & = joins results of further samples; [ ] = dose if it differs, or a comment. Unless noted, calls follow the shape of the dose curve; as a rule, active = well fitted curve in the direction sought with a large enough effect; inconclusive = small, poorly fitted or top-dose-only effect, or another doubt; inactive = no such curve, though single readings can be large; an effect the other way counts as inactive or inconclusive.
# Preview:
SMILES,BRCA1 expr act,B2AR arrestin,PTAP TSG101 blk,A-T KAP1 phos,MLL CXXC-DNA inh,ELG1 DNA repair,Integrin act MD,TCR activator,p53 reactivator,TRPV1 ag
O=C(Cn1ccc(C(F)(F)F)n1)Nc1ccc(S(=O)(=O)NCc2ccco2)cc1,-7%,0.1%,-3%,5%,0%,-6%,6%,-1%,-2%,1
Cc1onc(-c2c(F)cccc2Cl)c1C(=O)N(C)CCc1ccccn1,6%,-0.3%,1%,6%,10%,0%,5%,2%,-1%,-2
CSCCNCc1cn(-c2ccc(F)cc2F)nc1-c1ccccc1C,-27%,-0.5%,-1%,-1%,3%,-12%,-24%,1%,0%,u

# Results, from the first entry:
SMILES,BRCA1 expr act,B2AR arrestin,PTAP TSG101 blk,A-T KAP1 phos,MLL CXXC-DNA inh,ELG1 DNA repair,Integrin act MD,TCR activator,p53 reactivator,TRPV1 ag
O=C(Cn1ccc(C(F)(F)F)n1)Nc1ccc(S(=O)(=O)NCc2ccco2)cc1,-7%,0.1%,-3%,5%,0%,-6%,6%,-1%,-2%,1
Cc1onc(-c2c(F)cccc2Cl)c1C(=O)N(C)CCc1ccccn1,6%,-0.3%,1%,6%,10%,0%,5%,2%,-1%,-2
CSCCNCc1cn(-c2ccc(F)cc2F)nc1-c1ccccc1C,-27%,-0.5%,-1%,-1%,3%,-12%,-24%,1%,0%,u
O=C(Nc1cccc2ccccc12)c1ccccc1,46%,0.6%,-3%,9%,15%,u,3%,6%,u,u
COc1ccc2cc3cc(C(=O)NCCN4CCN(Cc5ccccc5)CC4)oc3nc2c1,-80%,-0.2%,-2%,-3%,21%,4%,0%,0%,-4%,1
O=C(NCc1cccnc1)C(=O)NCC(c1ccco1)N1CCN(c2ccc(F)cc2)CC1 (configuration not stated),-22%,-0.4%,-1%,x,4%,-20%,-21%,-2%,2%,10
COCC(C)NC(=O)Cn1c(SCc2ccccc2)nc2ccccc21 (configuration not stated),7%&21%,0.9%,-1%,9%,60%,-2%,-3%,-2%,-5%,-1
FC(F)(F)c1cccc(Cc2noc(CN3CCCC(CN4CCCC4)C3)n2)c1 (configuration not stated),0%,0.0%,-4%,9%[11.5 µM],-10%,17%,-39%[inhibitor],-3%,1%,4
Cc1onc(-c2ccccc2Cl)c1C(=O)Nc1cccc2cccnc12,-76%,-0.2%,-2%,3%,11%,u,-35%,0%,u,6
Cc1ccc(NC(=O)CSc2nnc(CNC(=O)C34CC5CC(CC(C5)C3)C4)n2-c2ccc(F)cc2)cc1,-45%,-0.2%,-2%,-1%,-2%,u,-18%,-7%[46.1 µM],-36%[inhibitor],2

# Three of the entries above in order of the TCR activator value, falling.
Molecule,B2AR arrestin,PTAP TSG101 blk,MLL CXXC-DNA inh,Integrin act MD,TCR activator,p53 reactivator,TRPV1 ag
Cc1onc(-c2ccccc2Cl)c1C(=O)Nc1cccc2cccnc12,-0.2%,-2%,11%,-35%,0%,u,6
O=C(Cn1ccc(C(F)(F)F)n1)Nc1ccc(S(=O)(=O)NCc2ccco2)cc1,0.1%,-3%,0%,6%,-1%,-2%,1
O=C(NCc1cccnc1)C(=O)NCC(c1ccco1)N1CCN(c2ccc(F)cc2)CC1 (configuration not stated),-0.4%,-1%,4%,-21%,-2%,2%,10

# Next records:
SMILES,BRCA1 expr act,B2AR arrestin,PTAP TSG101 blk,A-T KAP1 phos,MLL CXXC-DNA inh,ELG1 DNA repair,Integrin act MD,TCR activator,p53 reactivator,TRPV1 ag
COc1ccc(C)cc1NC(=O)CSc1nnc(-c2cc3cccc(OC)c3o2)n1N,-18%,x,-3%,x,-6%,x,-1%,-2%,x,5
C#CC(=O)CCC1CCCN1C(=O)OC(C)(C)C (configuration not stated),-1%,-0.1%,0%,3%,x,12%,-10%,5%,3%,x
CN(C(=O)c1ccccc1F)C(c1ccccc1)c1ccccc1,-3%,-0.1%,1%,1%,1%,-13%,5%,-5%,5%,u
Cc1ccc(NS(=O)(=O)c2c(C)[nH]c(C)c2C(=O)N2CCCCC2)cc1F,-16%,-0.1%,0%,-1%,10%,2%,u,0%,-2%,1
Cc1ccc(SC[C@H](Cc2ccccc2)N2CCN(C)CCC2=O)cc1,11%,-0.4%,-4%,-14%,23%,12%,-10%,1%,-4%,19
CCOc1ccc(N(CC(=O)Nc2ccccc2F)S(=O)(=O)c2c(C)[nH]c(=O)[nH]c2=O)cc1,-17%,0.1%,-1%,-7%,-4%,21%,u,2%,15%,-3
CCOc1ccc(-c2nnn(CC(=O)N3CCCC(C)C3)n2)cc1 (configuration not stated),8%,-0.7%,1%,-2%,1%,-6%,27%,-1%,-3%,23
CC1CCN(C(=O)CSc2n[nH]c(-c3cccs3)n2)CC1,22%,-0.9%,0%,2%,16%,2%,u,2%,14%,7
O=C1C(=C(I)I)c2ccccc2-c2ccccc21,-88%,x,-6%,x,x,x,-55%[inhibitor],-5%,x,x
COc1cccc(-c2cc(C(=O)NCCCn3ccnc3)c3ccccc3n2)c1,-36%,-0.3%,-6%,0%,6%,-12%,-12%,2%[46.1 µM],-11%,5
CCOC(=O)CC(NC(=O)CCc1c(C)nc2nc(C)nn2c1C)c1ccc(OC(C)C)cc1 (configuration not stated),-7%,-0.7%,-2%,-1%,4%,9%,1%,-2%,-2%,-2
Cc1ccc(NC(=O)C(C)NC(=O)OCc2ccccc2)cc1C (configuration not stated),-29%,-0.5%,-2%,9%,-7%,-8%,0%,4%,-6%,x
CC(=O)Nc1ccc(C(=O)n2nc(C)cc2C)cc1,16%,0.0%,1%,-9%,-4%,15%,35%,3%,2%,-1
CCOC(=O)C1C(=O)OC(C)(C)C1C(CC)C(=O)c1c(C)cc(C)cc1C (configuration not stated),-7%,-0.1%,-9%,-12%,3%,u,-11%,7%,0%,0
CCOCCCNS(=O)(=O)c1ccc(NC(=O)C2CC(=O)N(c3ccc(C)cc3)C2)cc1 (configuration not stated),-36%,0.2%,0%,3%,-8%,-2%,0%,4%,-4%,0
CC(=O)c1cccc(S(=O)(=O)N(Cc2cc3cc4c(cc3[nH]c2=O)OCCO4)CC2CCCO2)c1 (configuration not stated),1%,-0.9%,-1%,10%,6%,-18%,-17%,-4%,-3%,1
C=CCn1c(N2CCCC2)nc2c1c(=O)[nH]c(=O)n2C,-4%,-0.1%,0%,3%,-12%,14%,5%,-3%,0%,3
CCOC(=O)CNc1cccc(C(F)(F)F)c1,0%,-0.3%,-4%,2%,-2%,17%,32%,-1%,9%,24
CNC(=S)N(Cc1ccc(OC)cc1)Cc1cc2cccc(C)c2[nH]c1=O,-10%,-0.2%,-3%,0%,7%,u,9%,0%,-3%,8
Cc1ccc(NC(=S)N/N=C/c2cccn2Cc2ccccc2F)cc1,-10%,-0.6%,-6%,-14%,-5%,2%,4%,-2%,6%,0
CCOC(=O)c1cc(CC)sc1NC(=O)CCC(=O)O,-6%,0.2%,-1%,-9%,-2%,-1%,9%,-17%,2%,0
CSc1ccc(Cl)c(C(=O)NCC(C)C)c1,9%,-0.4%,-2%,5%,2%,4%,10%,-18%,-1%,1
COC(=O)c1cccnc1Oc1ccccc1,-2%,-0.2%,-2%,-1%,4%,-2%,-2%,1%,-2%,1
CSCCC(NS(=O)(=O)c1ccc(C)cc1C)C(=O)Nc1cccnc1 (configuration not stated),15%,-0.3%,-5%,-7%,x,14%,41%,-3%[46.1 µM],0%,x
Cc1ccc(S(=O)(=O)N(CC2CO2)c2ccccc2[N+](=O)[O-])cc1 (configuration not stated),-12%,-0.2%,0%,4%,8%,u,-50%[inhibitor],5%,9%,-1
Cc1ccc2c(c1)COc1c3ccc(C(=O)NCCO)cc3nn1-2,24%,0.2%,-1%,3%,5%,u,-5%,1%,7%,8
